Screening data: PubChem, several laboratories
AGP1-GFP MLPCN: yeast TOR pathway AGP1-GFP modulation | S. cerevisiae AGP1-GFP multiplex flow cytometry, 3 h; GFP as percent of DMSO wells | GFP response vs DMSO, % at 10 µM | 320,000 tested, 0.02% active | AID 2066;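 active = GFP response relative to DMSO above a set limit, near screen average plus 3 SD, cut at about 150% in these data; inconclusive = fewer than 70 cells counted for the yeast strain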;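 note: median GFP channel fluorescence of the gated AGP1 strain per well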
GRK2 inh: human GRK2 inhibition via aptamer displacement; P25098; AID 488847; bead flow cytometry, FAM-aptamer displacement from GRK2; 330,000 tested, 0.59% active; inhibition of aptamer binding, % at 10 µM;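 active = inhibition of aptamer binding above 40%, roughly 3 SD of noise, on plates passing a quality check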;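 note: median bead fluorescence of bound FAM aptamer so fluorescent compounds give negative values; no value below 0 was filed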
Target sequence (P25098 whole entry, looked up): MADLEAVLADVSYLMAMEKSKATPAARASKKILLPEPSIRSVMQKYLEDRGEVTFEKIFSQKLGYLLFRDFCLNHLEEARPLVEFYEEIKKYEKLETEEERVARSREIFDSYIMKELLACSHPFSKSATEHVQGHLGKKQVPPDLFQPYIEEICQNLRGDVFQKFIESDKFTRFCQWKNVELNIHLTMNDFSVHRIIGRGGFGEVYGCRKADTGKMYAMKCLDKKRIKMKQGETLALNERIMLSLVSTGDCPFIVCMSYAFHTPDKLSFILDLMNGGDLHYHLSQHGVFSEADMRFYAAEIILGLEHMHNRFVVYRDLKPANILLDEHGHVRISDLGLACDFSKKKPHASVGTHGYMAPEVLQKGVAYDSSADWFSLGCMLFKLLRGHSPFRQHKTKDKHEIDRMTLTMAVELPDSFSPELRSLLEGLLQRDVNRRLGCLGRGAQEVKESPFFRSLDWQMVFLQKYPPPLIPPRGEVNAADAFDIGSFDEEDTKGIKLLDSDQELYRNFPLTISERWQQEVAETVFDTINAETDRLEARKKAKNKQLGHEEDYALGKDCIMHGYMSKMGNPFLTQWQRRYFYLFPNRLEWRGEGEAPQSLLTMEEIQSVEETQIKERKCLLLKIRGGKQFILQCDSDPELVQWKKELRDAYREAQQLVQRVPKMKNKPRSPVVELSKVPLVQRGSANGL
CIT2-GFP yeast: yeast TOR pathway CIT2-GFP modulation; AID 2029; GFP response vs DMSO, % at 10 µM; S. cerevisiae CIT2-GFP strain, flow cytometry, 3 h; 100 means same as DMSO wells; 320,000 tested, 0.065% active;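 active = GFP response relative to DMSO above a set limit, near the screen mean plus 3 SD, cut at about 150% in these data; inconclusive = Fewer than 70 cells measured for a yeast strain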;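 note: ratio of well median GFP fluorescence to mean of DMSO wells on the plate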
JMJD2C inh: human JMJD2C demethylase inhibition; inhibition, % at 2.35 µM; Q9H3R0; GST-JMJD2C(1-420) H3K9me3 demethylation, DELFIA europium; 330,000 tested, 0.069% active;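 active = more than half of a compound's replicate wells show inhibition beyond 50%, single wells judged on their own value; inconclusive = some, but no more than half, of replicates pass 50% inhibition; inactive = no replicate passes 50% inhibition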;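 note: signal counts dimethyl H3K9 product captured on neutravidin plate; 0% = median of DMSO wells and 100% = 0.3 times that DMSO median; strong numbers were not always called active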
Target sequence (Q9H3R0 1-420 limits assumed): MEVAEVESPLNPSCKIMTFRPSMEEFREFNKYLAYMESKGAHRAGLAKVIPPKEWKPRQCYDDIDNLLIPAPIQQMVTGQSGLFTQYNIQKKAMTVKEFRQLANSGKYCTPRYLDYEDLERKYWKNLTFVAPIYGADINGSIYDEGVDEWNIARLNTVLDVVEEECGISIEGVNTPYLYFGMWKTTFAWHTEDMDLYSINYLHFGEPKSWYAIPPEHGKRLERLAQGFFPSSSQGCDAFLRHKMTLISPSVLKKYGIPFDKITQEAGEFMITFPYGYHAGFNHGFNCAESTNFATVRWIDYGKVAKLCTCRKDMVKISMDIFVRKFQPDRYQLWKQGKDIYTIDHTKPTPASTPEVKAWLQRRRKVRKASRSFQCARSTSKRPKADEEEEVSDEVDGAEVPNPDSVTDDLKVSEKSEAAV
RPL19A TOR yeast: alters RPL19A-GFP fluorescence in TOR pathway yeast screen | S. cerevisiae RPL19A-GFP strain, flow cytometry, 3 h; active compounds read low | percent response vs DMSO, % at 10 µM | 330,000 tested, 0.3% active;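 active = percent response vs DMSO below 50%; inconclusive = fewer than 70 events counted for the yeast strain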;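 note: median channel GFP fluorescence of the barcoded RPL19A-GFP strain; ratio of sample median GFP to plate DMSO average so 100% = DMSO; lower means less RPL19A-GFP as with rapamycin TOR inhibition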
VLA-4 inh: inhibition in a human VLA-4 binding assay; VLA-4 expressing cells, ligand binding flow cytometry; 330,000 tested, 0.2% active; AID 2557; inhibition, % (about 7 µM as worked out from the volumes in the protocol); P13612; in the data active = inhibition above about 50%
LAP4 TOR yeast: modulators of TOR pathway LAP4-GFP in S. cerevisiae; 320,000 tested, 0.34% active; GFP response vs DMSO, % at 10 µM; AID 2023; S. cerevisiae LAP4-GFP multiplex, flow cytometry GFP, 3 h; median GFP as percent of DMSO wells;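 active = GFP response vs DMSO above a set limit, about the screen mean plus 3 SD, cut at about 150% in these data; inconclusive = under 70 cell events counted for the yeast strain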
MEP2 TOR yeast: alters MEP2-GFP fluorescence in TOR pathway yeast screen; 330,000 tested, 0.51% active; GFP response vs DMSO, % at 10 µM; S. cerevisiae MEP2-GFP strain, flow cytometry GFP, 3 h; 100% = DMSO control level;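 active = GFP response versus DMSO above a set limit, roughly screen mean plus 3 SD, cut at about 180% in these data; inconclusive = fewer than 70 cells counted for a yeast strain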;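 note: median GFP fluorescence of the barcode-gated MEP2-GFP cells per well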
* marks the source's active call; other numbers are inactive results; i = inactive; u = inconclusive; x = no result given; [ ] = another dose, or the depositor's remark.

SMILES	AGP1-GFP MLPCN	GRK2 inh	CIT2-GFP yeast	JMJD2C inh	RPL19A TOR yeast	VLA-4 inh	LAP4 TOR yeast	MEP2 TOR yeast
CC(Oc1ccc(Br)cc1)C(=O)NCC(C)(C)N1CCOCC1 (centres undefined)	77	0	96	7	100	-2	97	96
CSc1nc(C(=O)N2CCCC(C(=O)c3ccc(Cl)cc3)C2)cs1 (centres undefined)	100	0	96	0	104	-6	107	100
Cc1cc(C)c2nc(SCC(=O)Nc3ccc(S(=O)(=O)N4CCCC4)cc3)c(C)cc2c1	91	0	91	17	94	0	94	91
O=C1c2ccccc2NC(c2ccc(-c3cccc([N+](=O)[O-])c3)o2)N1O (centres undefined)	110	0	96	-13	106	4	111	102
Cc1cc(C)c(C#N)c(SCc2[nH]nc3c2C(c2ccc(F)cc2)C(C#N)=C(N)O3)n1 (centres undefined)	98	0	90	-3	96	-8	103	96
COC(=O)CSC1=C(C#N)C(c2cccc(OC)c2)CC(=O)N1 (centres undefined)	99	2	97	i	94	10	95	91
Cc1nn(-c2ccc(F)cc2)c(-n2cccc2)c1C(=O)N1CCN(C(=O)c2ccco2)CC1	90	0	98	-11	91	-10	83	97
CCOC(=O)c1ccc(CNC(=O)Cn2nnc(-c3ccccc3F)n2)o1	106	1	111	0	100	20	98	114
CCOC(=O)C1CCCN(C(=O)c2cc3c(-c4cccc(OC)c4)nn(C)c3s2)C1 (centres undefined)	u	0	u	6	u	1	u	u
CCCCNC(=O)c1onc(CSc2cccc(F)c2)c1C(=O)O	95	3	90	-8	106	3	105	99
Cc1noc(C)c1CSCC(=O)N1CCN(c2ccc(F)cc2)CC1	107	0	107	0	103	2	105	103
CC(C)OCCCNC(=O)c1cccc(NC(=O)c2ccccc2)c1	102	0	99	10	104	5	100	111
COc1ccc(C(=O)Nc2nnc(S(=O)(=O)N(C)Cc3ccc(F)cc3)s2)cc1OC	96	0	95	-1	96	-4	89	94
O=S(=O)(c1ccc2c(c1)OCCO2)N1CCC(O)(c2ccc(Cl)cc2)CC1	95	2	95	-12	97	6	96	98
Cc1ccc(SCC(=O)NNC(=O)c2ccccc2)cc1C	99	0	99	-3	95	2	92	98
Cc1ccc(C(=O)NCCNS(=O)(=O)c2ccccc2)cc1	98	2	99	0	97	7	102	100
CC(=O)c1ccc(S(=O)(=O)N2CCN(CCOc3ccc(Br)cc3)CC2)cc1	102	0	94	-3	96	-1	101	102
COCCN(CCOC)S(=O)(=O)NC[C@H]1O[C@@H](n2cnc3c(N)ncnc32)[C@H](O)[C@@H]1O	93	2	91	5	89	-3	81	89
CCOc1ccc(N2CC(C(=O)NNC(=O)c3ccc(Br)cc3)CC2=O)cc1 (centres undefined)	101	0	109	9	102	15	111	105
O=C(c1ccco1)N(Cc1ccc(Cl)cc1)C1CCS(=O)(=O)C1 (centres undefined)	102	2	107	-2	108	10	96	110

For reference, part of the list above:
SMILES	AGP1-GFP MLPCN	GRK2 inh	CIT2-GFP yeast	JMJD2C inh	RPL19A TOR yeast	VLA-4 inh	LAP4 TOR yeast	MEP2 TOR yeast
CC(=O)c1ccc(S(=O)(=O)N2CCN(CCOc3ccc(Br)cc3)CC2)cc1	102	0	94	-3	96	-1	101	102
COCCN(CCOC)S(=O)(=O)NC[C@H]1O[C@@H](n2cnc3c(N)ncnc32)[C@H](O)[C@@H]1O	93	2	91	5	89	-3	81	89
CCOc1ccc(N2CC(C(=O)NNC(=O)c3ccc(Br)cc3)CC2=O)cc1 (centres undefined)	101	0	109	9	102	15	111	105
O=C(c1ccco1)N(Cc1ccc(Cl)cc1)C1CCS(=O)(=O)C1 (centres undefined)	102	2	107	-2	108	10	96	110

Continuation.
SMILES	AGP1-GFP MLPCN	GRK2 inh	CIT2-GFP yeast	JMJD2C inh	RPL19A TOR yeast	VLA-4 inh	LAP4 TOR yeast	MEP2 TOR yeast
Cc1ccc(OCC(=O)NNC(=S)NC(=O)c2ccc(Br)o2)c(C)c1	88	2	90	3	126	11	94	113
CC(C)CCC(CCNCc1ccccn1)c1ccc2c(c1)OCO2 (centres undefined)	104	0	111	6	104	6	100	108
COCCSc1nnc(NC(=O)C2CCCO2)s1 (centres undefined)	97	0	98	u	101	25	100	103
Cc1nn(Cc2c(Cl)cccc2Cl)c(C)c1C(=O)NCc1ccc(C)n1C	x	0	u	4	54[may fluoresce violet]	11	100[may fluoresce violet]	216*[may fluoresce violet]
Cn1nc(CC(=O)NC2CCCCC2)c2ccccc2c1=O	107	0	107	-2	x	4	102	102
Cc1oc2c(cc(NS(=O)(=O)c3ccc(F)cc3)c3ccccc32)c1C(=O)O	101	2	101	4	101	-26	94	100
O=C1N=C(N2CCCCC2)SC1=C1CCCC1	96	2	88	-6	93	11	102	96
CCCc1c(O)c2ccccc2n(-c2ccccc2)c1=O	106	0	92	-6	104	30	107	108
O=C(Cn1c(=O)oc2cccnc21)Nc1ccc(C(F)(F)F)cc1	106	0	99	4	97	4	107	89
O=[N+]([O-])c1ccc(Cl)c(S(=O)(=O)/N=C(/c2ccccc2)N2CCOCC2)c1	101	0	104	-9	95	-17	98	93
O=C(CNC(=O)c1ccccc1F)NCCN1C(=O)S/C(=C\c2ccc3c(c2)OCO3)C1=O	91	1	101	1	95	12	96	94
Cc1ccc(C(=O)C2=C(O)C(=O)N(CC3CCCO3)C2c2ccccc2F)o1 (centres undefined)	96	3	93	i	101	15	93	102
COC(=O)C(C)Sc1nc2c(c(=O)[nH]c(=O)n2C)n1CCC(C)C (centres undefined)	95	2	97	4	95	-1	90	96
COc1cccc(CN2CC(C(=O)NCCN3CCOC3=O)CCC2=O)c1 (centres undefined)	101	1	103	-1	101	6	95	109
O=C(COC(=O)/C=C/c1cccc(Br)c1)NCc1cccs1	101	0	106	3	103	3	91	100
Cc1noc(NS(=O)(=O)c2ccc(NC(=O)c3cc(-c4ccccc4Cl)nc4ccccc34)cc2)c1C	96	0	93	2	97	32	90	98
C#CCNC(=O)C1=C[C@H](c2csc3ccccc23)C[C@H](OCCCCO)O1	90	0	116	-1	97	-7	135	95
CCOc1ccc(C2C(=O)N(C3CCCCC3)CC(=O)N2CC2CCCO2)cc1OC (centres undefined)	108	3	106	1	108	8	106	104
O=C(NCc1cccs1)C1CCCN(C(=O)Nc2ccccc2)C1 (centres undefined)	99	0	95	6	98	9	106	105
c1ccc(C(c2ccccc2)N2CCN(Cc3nnnn3C3CCCC3)CC2)cc1	91	7	87	-6	92	-6	97	97
CCOC(=O)C(NC(=O)c1ccccc1OCC)(Nc1ncccn1)C(F)(F)F (centres undefined)	98	0	102	-23	97	-5	96	103
CCN(CC)c1ccc(C2NCC(c3ccc([N+](=O)[O-])cc3)O2)cc1 (centres undefined)	106	0	103	-7	99	-48	100	100
NC(=O)c1cc(S(=O)(=O)NCc2ccc(F)cc2)cs1	90	0	88	3	92	-1	94	99
CCC(=O)Nc1cc(C(F)(F)F)ccc1N1CCCC1	102	0	98	1	100	13	93	99
C/C(N)=C(/C#N)C(=O)CSc1nc(-c2ccccc2)c(-c2ccccc2)o1	77	5	93	4	108	-9	88	106
COC(=O)N/N=C\C=C\c1ccc2c(c1)OCO2	x	3	113	2	105	1	115	112
O=C(CSc1nnc(Nc2ccccc2)s1)NC1CCCC1	100	0	98	-2	107	8	106	102
CCN(C(=O)COC(=O)c1ccc2[nH]c3c(c2c1)CCCC3)C1CCS(=O)(=O)C1 (centres undefined)	99	4	102	1	94	22	102	120
CCOC(=O)N1CCC(NC(=O)CCc2c(C)nc3ncnn3c2C)CC1	97	0	91	6	97	-1	93	94
COc1ccc(S(=O)(=O)N2CCCN(CC(=O)C(C)(C)C)CC2)cc1	96	0	89	-5	97	6	100	89
COc1ccccc1-c1nc2c(c(SCC(=O)N3CCCCC3)n1)Cc1c(CO)cnc(C)c1O2	99	3	98	-1	99	2	95	107
Cc1nnc(SC(C)C(=O)Nc2ccc(S(=O)(=O)N3CCCCC3)cc2)s1 (centres undefined)	97	7	98	-24	97	17	95	99
FC(F)(F)c1cc(C(F)(F)F)c2ccc(N/N=C/c3ccccc3)nc2n1	97	0	101	-10	98	17	98	102
CCOc1ccc(Nc2nc(NCc3ccco3)nc(N)c2[N+](=O)[O-])cc1	101	0	95	-1	91	-11	101	93
CCOC(=O)c1oc2c(C)c(O)ccc2c(=O)c1-c1nncn1-c1ccccc1	97	75*	97	20	96	22	93	97
O=C(COc1nc2ccccc2nc1N1CCOCC1)NCC(F)(F)F	101	0	101	4	100	20	95	101
COc1ccc(NC(=O)C(c2cc3c(cc2[N+](=O)[O-])OCO3)N(C)c2ccccc2)cc1 (centres undefined)	100	0	104	3	99	0	97	103
COc1ccc(C(CC(=O)O)NC(=O)c2sc3ccccc3c2Cl)cc1 (centres undefined)	94	0	102	-8	103	12	93	101
COc1cccc(C(=O)Nc2cc(Cl)c(O)c(Cl)c2)c1	97	4	89	-2	94	13	116	96
CN1CCN(C(=O)C2CCCN(c3ncnc4c3nc3n4CCCCC3)C2)CC1 (centres undefined)	104	4	107	-6	105	6	103	107
COc1cccc(NC(=O)COc2cc(C)cc3oc(=O)cc(C)c23)c1	95	4	102	2	97	10	88	102
COc1cccc(C(=O)Oc2cc(-c3ccccc3)no2)c1	98	3	92	-4	x	0	104	112
CC(C)(C)NC(=O)NC(=O)CN1C(=O)NC(C)(c2ccccc2)C1=O (centres undefined)	18	0	103	-73	93	-3	107	103
CC1=CC(c2ccccc2)n2nc(N)nc2N1 (centres undefined)	84	2	77	-2	100	3	103	95
O=C(c1cc(-c2ccc(Br)cc2)nc2ccccc12)N1CCC1	104	0	90	1	100	2	117	101
CC(C)[N+]1(C)[C@@H]2CC[C@@H]1CC(OC(=O)C(CO)c1ccccc1)C2 (some centres undefined)	89	0	85	x	96	15	90	91
COc1ccc(NC(=O)CSCC(=O)Nc2cc(Cl)ccc2N2CCCC2)cc1	81	0	86	-7	90	-8	86	87
CCS(=O)(=O)N1CCCC(C(=O)NC2CCCCC2C)C1 (centres undefined)	108	3	104	-2	102	9	96	105
COc1ccc(CN(CC2CCC(C(=O)O)CC2)C(=S)Nc2cccc(C)c2)cc1 (centres undefined)	97	5	99	17	94	1	90	96
CC(=O)c1cccc(NC(=O)NCCS(C)=O)c1 (centres undefined)	105	1	109	-2	102	1	105	103
COc1ccc2[nH]c(C(=O)NCCc3ccccc3)cc2c1	93	1	91	-2	98	0	112	99
COc1cc(N2C(=O)C=CC2=O)c(OC)cc1Cl	68	1	60	1	73	26	260*	96
OCC[C@@H]1C[C@@H](O)[C@H](O)[C@@]2(CCc3ccccc3O2)O1	104	0	101	-1	101	33	93	102
COc1c(OC(C)=O)ccc(/C=C/c2ccc3ccccc3n2)c1[N+](=O)[O-]	91	1	95	-8	95	3	115	108
Cc1nc(SCC(=O)NCc2ccco2)[nH]c(=O)c1C	100	8	100	5	98	7	96	94
CCCn1c(C)cc(/C=C(\C#N)C(=O)OCC(=O)NC(=O)NCC)c1C	85	0	89	11	95	15	89	96
NC(=O)C1CCN(C(=O)c2cn(-c3ccccc3)nc2-c2cccnc2)CC1	100	1	90	5	100	2	99	100
Cc1cc(NS(=O)(=O)c2ccc(NC(=O)c3cc(-c4ccccc4Cl)nc4ccccc34)cc2)no1	98	1	107	23	106	10	101	118
COc1ccccc1C1=Nn2c(nnc2C2CCCCC2)SC1	105	0	100	0	104	3	102	106
